Screening data (PubChem BioAssay)
APJ antag: blocks the human apelin receptor APJ; CHO-K1 APJ beta-arrestin complementation, luminescence; P35414; inhibition, % at 20 µM; hit rate 0.32% among 330,000;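 active means inhibition above about 40% at 20 µM, limit read from the data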;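 further: cells challenged with 10 nM apelin-13 agonist together with compound; plate controls were apelin-13 plus DMSO wells for no effect and DMSO wells lacking apelin-13 for full effect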
Target sequence (P35414 whole entry, looked up): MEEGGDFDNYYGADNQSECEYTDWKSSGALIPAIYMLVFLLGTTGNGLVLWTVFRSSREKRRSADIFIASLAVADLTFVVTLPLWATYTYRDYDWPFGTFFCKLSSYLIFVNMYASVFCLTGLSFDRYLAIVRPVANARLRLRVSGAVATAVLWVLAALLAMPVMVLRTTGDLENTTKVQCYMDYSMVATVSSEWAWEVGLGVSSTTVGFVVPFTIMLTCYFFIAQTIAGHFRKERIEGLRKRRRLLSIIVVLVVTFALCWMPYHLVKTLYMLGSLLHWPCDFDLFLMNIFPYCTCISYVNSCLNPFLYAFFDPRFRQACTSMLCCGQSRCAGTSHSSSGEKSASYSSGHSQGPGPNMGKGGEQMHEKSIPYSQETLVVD
MIN6 prolif: MIN6 beta-cell proliferation induction; proliferation, % at 10 µM; hit rate 0.29% among 330,000; MIN6 cells proliferation, ATPlite luminescence, 48 h; cells starved in 0.2% serum; 100% = growth in 10% serum;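 active means compounds whose signal lies at least 3.5 SD above the mean of all wells on their plate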;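 further: 0% = DMSO-treated cells in low-serum medium and 100% = 10% serum control; some compounds called inactive have numbers as strong as hits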
tim10-1 inh: tim10-1 yeast growth inhibition. S. cerevisiae tim10-1 ts strain growth, BacTiter-Glo, 24 h. inhibition, % at 20 µM. hit rate 2.2% among 330,000. AID 463190;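 active means inhibition of at least 40%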;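 further: mutant grown at 25 °C; 0% = DMSO wells with yeast and 100% = wells holding no yeast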
tim23-1 inh: growth inhibitors of tim23-1 mutant yeast. AID 463212. S. cerevisiae tim23-1 growth, BacTiter-Glo luminescence, 24 h. hit rate 1.3% among 330,000. inhibition, % at 20 µM;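 active means growth inhibition of the mutant yeast at or above 50%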;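 further: temperature-sensitive mutant grown at 25 °C; plate controls were DMSO-treated mutant yeast for no effect and medium wells lacking yeast for full effect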
TIM10 inh: inhibits growth of TIM10 yeast strain; S. cerevisiae TIM10 strain growth, BacTiter-Glo luminescence, 24 h; inhibition, % at 10 µM; hit rate 1.4% among 330,000; AID 463195;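 active means inhibition of 40% or more at the single tested concentration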;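 further: wild-type TIM10 isogenic control strain grown at permissive 25 °C; 0% = DMSO yeast wells and 100% = minimal medium wells without yeast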
APJ ag: APJ receptor agonism | hit rate 0.11% among 330,000 | P35414 | CHO-K1 APJ PathHunter beta-arrestin, luminescence; 0% DMSO wells, 100% apelin | AID 2520 | activation, % at 20 µM;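 active means activation more than six SD over the plate average, tested at 20 µM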;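 further: 0% = DMSO alone and 100% = apelin-13 at 10 nM; some results filed as inactive read as strong as hits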
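Assay system: engineered CHO-K1 APJ arrestin reporter cells; Amount: 1000 CHO-K1 reporter cells seeded per well; Dosing: one dose, 20 µM compound, 1% DMSO; Times: compound stimulation 90 min at 25 °C, detection 60 min; Measured by: luminescent beta-gal fragment complementation, chemiluminescent substrate; Read-out: APJ–arrestin association signal; Controls: DMSO vs Apelin-13 10 nM.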
MPTP inh: permeability transition pore inhibition | isolated mouse mitochondria, Ca2+ swelling absorbance, 30 min | inhibition, % at 10 µM | hit rate 1.4% among 360,000 | AID 602449;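 active means inhibition of 50% or more, scaled per plate between neutral and stimulator controls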;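 further: 0% = DMSO wells given calcium and 100% = 1 mM EGTA wells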
NALP3 yeast inh: inhibitors of NALP3 inflammasome in yeast | inhibition, % at 10 µM | Yeast reconstituted NLRP3/ASC/caspase-1, beta-gal luminescence, 24 h | AID 2825 | hit rate 0.39% among 330,000;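 active means inhibition of 50% or more; inactive means inhibition below 50%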;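 further: plate controls were induced DMSO wells for no effect and uninduced yeast grown without galactose for full effect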
NR3A LBD binder: modulates the human NR3A ligand-binding domain; hit rate 2.5% among 340,000; Tm shift relative to glycine control, % at 25 µM; NR3A LBD differential scanning fluorimetry, Tm shift; 0% = protein alone, 100% = glycine-bound protein;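 active means melting temperature shift of at least 10% of the positive control shift, at one fixed dose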
Starred values were filed as active, the others as inactive; . = not tested or not shown. Random draw from the library; about 7.2% have a hit in one of these screens.

SMILES	APJ antag	MIN6 prolif	tim10-1 inh	tim23-1 inh	TIM10 inh	APJ ag	MPTP inh	NALP3 yeast inh	NR3A LBD binder
COc1ccc(Cc2c(O)nc(SC)n(C(C)=O)c2=O)cc1	-8	-1	2	13	-7	-2	1.1	11	-1
O=C(NC1CCN(C(=O)Nc2cccc(Cl)c2)CC1)C1CCCCC1	2	-2	-7	10	-11	-4	0.4	5	0
Cn1nc(C(C)(C)C)cc1C(=O)NNC(=O)c1cccc(Cl)c1	-1	-3	23	4	2	-3	33	19	0
CCc1ccc(C(=O)Cc2cc3cccc(OC)c3oc2=O)cc1	5	0	-2	-5	9	-2	-0.4	11	8
COc1cc(NC(=S)NCCc2ccc(S(N)(=O)=O)cc2)c(OC)cc1Cl	1	-1	0	6	-4	-3	-0.5	16	-5
CC(C)(C)c1ccc(OCCn2ccccc2=O)cc1	-12	-3	23	21	10	7	-0.3	10	0
COc1ccccc1NS(=O)(=O)c1cc(N=N/C(C(=O)Nc2ccc(Cl)cc2)=C(/C)O)ccc1C	-3	-3	3	5	21	-3	1.1	0	-2
C/C(=N\O)c1cc(Cl)cc(Cl)c1O	19	-1	48*	38	38	-1	12	19	1
Cc1cccc(C)c1NC(=O)C(NC(=O)c1ccccn1)c1ccc([N+](=O)[O-])cc1 (centres undefined)	1	-1	12	-1	8	-4	2.1	-1	0
Nn1cnc2c(c1=O)C1(CCCCC1)Cc1ccccc1-2	19	-1	-20	13	-16	-3	-0.1	28	2
COc1ccc(-c2nc(CCl)cs2)cc1OC	3	1	16	18	-3	-1	0.4	-8	1
O=C(NC1CCCCCC1)c1c(F)c(F)c(F)c(F)c1F	-16	-5	23	14	-14	7	-0.4	3	2
CCOC(=O)c1ccc(N/C(=N\S(=O)(=O)c2ccccc2C)c2ccccc2)cc1	-10	-2	-2	30	-4	0	-8.9	2	-4
Cc1ccc(S(=O)(=O)Nc2ccc3c(c2)C(=O)N([C@H](C)CO)C[C@H](C)[C@@H](CN(C)Cc2ccccc2)O3)cc1	1	-1	4	-3	-3	-3	-1.3	10	-1
O=C(/C=C/c1ccccc1)N1CCC(N2CCC(C(=O)N3CCOCC3)CC2)CC1	-19	1	21	4	-11	-1	-2.9	20	2
O=C1CCCC2=C1C(c1ccc(O)c(O)c1)Nc1ccc3ncccc3c12 (centres undefined)	-11	-3	-9	-2	7	-1	1.0	23	-2
Cc1ccccc1NC1=NC(C)(C)N=C(N)N1	14	-2	3	-5	3	-1	-0.9	-12	0
CC1(C)CC(=O)C(C=Nc2ccc(O)cc2)=C(O)C1	6	-4	-3	1	4	0	0.6	12	2
CC(C)N(C(=O)[C@H]1C[C@H](CC(=O)NCCC2=CCCCC2)C(=O)N2CCc3c([nH]c4cc(CCC(=O)N(C)C)ccc34)[C@]12C)C(C)C	.	.	13	36	3	.	4.6	.	0
CC(=O)N1c2ccccc2C2CCCC[C@H]21 (some centres undefined)	5	5	8	5	-11	-2	0.3	-32	0
CCC(=O)NCCCc1nc(-c2ccccc2)no1	9	2	-5	-1	-4	4	1.3	7	1
Cc1ccc(S(=O)(=O)N(c2cccc(C)c2)C2CCS(=O)(=O)C2)cc1 (centres undefined)	11	0	23	2	8	-3	-0.9	1	-3
CCOc1ccc(CCNC(=O)COC(=O)COc2ccc(C#N)cc2)cc1OCC	-52	0	-8	19	9	-4	-1.4	11	-2
O=[N+]([O-])c1cc(S(=O)(=O)N2CCCC2)ccc1N/N=C/c1ccncc1	-35	-2	15	3	12	6	0.8	-12	2
COc1ccc(N2CCN(C(=O)CCS(=O)(=O)c3ccc4c(c3)CCN4C(=O)C3CC3)CC2)cc1	-12	-2	19	1	-1	1	2.3	12	0

The listing continues.
SMILES	APJ antag	MIN6 prolif	tim10-1 inh	tim23-1 inh	TIM10 inh	APJ ag	MPTP inh	NALP3 yeast inh	NR3A LBD binder
CSc1ccc(COC(=O)CCS(=O)(=O)c2ccc(C)cc2)cc1	-3	1	34	50	22	-6	2.1	19	0
CC(=O)c1cccc(NC(=O)COC(=O)C2CCCN2C(=O)c2cccs2)c1 (centres undefined)	-3	5	1	15	-13	-4	-0.5	23	3
[O-][N+]12CCCCC1CCCC2CO (centres undefined)	-1	-2	-9	-4	-8	-1	-0.4	-1	0
O=C1C2CC=C(Cl)CC2C(=O)N1CCC[n+]1cccc2ccccc21 (centres undefined)	5	1	-4	-5	-7	1	4.4	-1	-4
COc1cccc(CN2CC(C(=O)NCCOc3ccccc3F)CCC2=O)c1 (centres undefined)	5	-2	2	6	5	1	6.7	-2	-1
O=C(Nc1nnc(-c2ccco2)o1)c1cccc(N2C(=O)CCC2=O)c1	-14	0	3	14	-15	-3	0.1	-2	-1
Cc1[nH]c2ccc(C(=O)N3CCN(c4ccc(F)cc4)CC3)cc2c1C	-27	1	54*	48	23	-4	-0.3	16	-10
CCOc1ccc(C2/C(=C(\O)c3ccc4c(c3)OCCO4)C(=O)C(=O)N2CCCn2ccnc2)cc1OC (centres undefined)	21	-4	-6	-1	-11	-1	1.0	5	-5
CC1=C(C(=O)OCC(Br)(Br)Br)C(c2cccc([N+](=O)[O-])c2)NC(=O)N1CCCC(=O)O (centres undefined)	-75	-5	12	15	4	0	0.1	18	-7
CC(=O)c1ccc(N(CC(=O)NC2CCCC2)C(=O)CNC(=O)c2ccco2)cc1	6	-1	-1	-3	-1	-4	0.4	7	0
CCOC(=O)C1CCN(C(=O)c2[nH]c3ccc(OC)cc3c2C)CC1	25	-2	32	34	25	-2	-0.5	17	1
Cc1c(Br)cc(C(=O)N2CCCCCC2)c(C)c1C	12	-1	23	37	17	-1	-0.2	24	-1
Cc1ccnc(NC(=O)c2cccc(S(=O)(=O)N3CCN(c4ccc(F)cc4)CC3)c2)c1	18	1	30	32	23	-1	1.8	22	6
CN1CCN(c2ccc([N+](=O)[O-])cc2C(=O)c2ccccc2)CC1	-16	1	10	6	-2	-3	-1.2	8	0
Cc1ccc(SCCN2CCC(NC(=O)OCc3ccccc3)CCC2=O)cc1 (centres undefined)	9	-3	18	-6	-2	6	-0.7	12	2
O=C(NC1CCCC1)C1CCN(S(=O)(=O)N2CCCCC2)CC1	-16	2	1	18	3	-2	-2.2	22	1
Cn1c(SCC(=O)NC2CCCCC2)nnc1-c1cccc(N)c1	10	1	-2	22	-5	2	-1.2	22	2
Cc1cc(F)ccc1S(=O)(=O)Nc1ccccc1C(=O)NCc1ccccn1	-19	-1	17	40	29	-4	1.1	9	-3
CN(C)c1ccc(-c2nnc(-c3cccnc3)o2)cc1	-7	-4	17	9	14	0	-0.2	36	0
CC1CCCCN1S(=O)(=O)c1ccc2[nH]c(=O)cc(C(=O)NCCCN3CCCCCC3)c2c1 (centres undefined)	24	-2	-38	-96	-50	-2	-1.2	6	-4
COc1ccc(-c2noc(CSc3nc(N)c(-c4ccccc4)c(=O)[nH]3)n2)cc1	3	-1	21	26	28	0	9.3	7	-1
COc1cc(NC(=O)COC(=O)CCCC2=NS(=O)(=O)c3ccccc3N2)cc(OC)c1	14	-1	6	-28	0	-1	-2.1	10	2
O=C(CN1CCN(c2ccccc2)CC1)Nc1ccncc1	4	-2	5	8	-1	1	-0.4	-2	-5
Nc1ccc(-c2nc3c(Cl)c(N)ccc3[nH]2)cc1	-3	-4	-4	-15	-4	1	-0.7	4	8
COc1cccc(NC(=O)Cc2cn(C)c3ccccc23)c1	6	0	-7	28	-12	-1	-2.0	24	0

Overlap with the part before: five entries; new compounds follow.
SMILES	APJ antag	MIN6 prolif	tim10-1 inh	tim23-1 inh	TIM10 inh	APJ ag	MPTP inh	NALP3 yeast inh	NR3A LBD binder
COc1ccc(-c2noc(CSc3nc(N)c(-c4ccccc4)c(=O)[nH]3)n2)cc1	3	-1	21	26	28	0	9.3	7	-1
COc1cc(NC(=O)COC(=O)CCCC2=NS(=O)(=O)c3ccccc3N2)cc(OC)c1	14	-1	6	-28	0	-1	-2.1	10	2
O=C(CN1CCN(c2ccccc2)CC1)Nc1ccncc1	4	-2	5	8	-1	1	-0.4	-2	-5
Nc1ccc(-c2nc3c(Cl)c(N)ccc3[nH]2)cc1	-3	-4	-4	-15	-4	1	-0.7	4	8
COc1cccc(NC(=O)Cc2cn(C)c3ccccc23)c1	6	0	-7	28	-12	-1	-2.0	24	0
CC(=O)c1ccc(S(=O)(=O)N2CCC(C(=O)Nc3ncc(C)s3)CC2)cc1	8	1	3	-1	-4	-5	-0.2	14	3
CCOC(=O)N1CCN(CC(=O)Nc2cccc(Br)c2)CC1	-21	2	15	1	-31	-5	0.2	7	1
O=C(Nc1ccc(Br)cn1)C1CCN(S(=O)(=O)c2cccs2)CC1	-23	-3	-5	7	-14	0	6.2	-5	0
CCC(=O)Nc1cc(C(F)(F)F)ccc1N1CCOCC1	2	0	2	7	5	-3	0.1	4	-2
Cc1ccccc1OCC(=O)OCC(=O)NCc1ccccc1	-4	0	7	19	-2	-5	0.5	7	0
Cc1cc(N(C)C)c(C#N)c(NCc2ccccc2)n1	-9	-1	10	4	-19	-8	1.2	21	5
CC(Nc1ccccc1)c1cc(Cl)ccc1O (centres undefined)	6	1	31	37	20	1	1.3	7	-16
CCCCCCCCCCCCCCCC[N+](C)(C)CC	22	-8	79*	22	25	-3	5.9	65*	-9
O=C(N/N=C/c1ccc([N+](=O)[O-])s1)c1ccccc1	-37	-6	-27	7	-3	0	-18	8	-9
COc1cc(/C=C/C(=O)OCC(=O)Nc2c(C)n(C)n(-c3ccccc3)c2=O)cc(OC)c1OC	0	-1	4	-2	3	2	-0.3	9	0

Record cards (already shown). Order of screens: APJ antag	MIN6 prolif	tim10-1 inh	tim23-1 inh	TIM10 inh	APJ ag	MPTP inh	NALP3 yeast inh	NR3A LBD binder
O=C(N/N=C/c1ccc([N+](=O)[O-])s1)c1ccccc1 is listed as -37	-6	-27	7	-3	0	-18	8	-9
CCOC(=O)N1CCN(CC(=O)Nc2cccc(Br)c2)CC1 is listed as -21	2	15	1	-31	-5	0.2	7	1
CC(=O)c1ccc(S(=O)(=O)N2CCC(C(=O)Nc3ncc(C)s3)CC2)cc1 is listed as 8	1	3	-1	-4	-5	-0.2	14	3
Cc1cc(N(C)C)c(C#N)c(NCc2ccccc2)n1 is listed as -9	-1	10	4	-19	-8	1.2	21	5
Cc1ccccc1OCC(=O)OCC(=O)NCc1ccccc1 is listed as -4	0	7	19	-2	-5	0.5	7	0
